GAA850 FXN act – activators of GAA850 frataxin (FXN) promoter | hit rate 0.56% among 360,000 | activation, % at 6 µM | HEK293 lucGAA850 FXN promoter luciferase reporter, 24 h; percent of 10 µM SAHA response;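 active = activation above the average of all compounds screened plus 3 SD, cutoff fixed separately per campaign, cut at about 7.5% in these data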;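 note: 0% = DMSO wells and 100% = 10 µM SAHA wells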
DAX1 inh-1 – blocks DAX1 repression of SF-1 activated StAR promoter; hit rate 1.1% among 370,000; inhibition, % at 6.8 µM; AID 652010; HEK293T StAR-luciferase reporter, SF-1/DAX-1 repression relief;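 active = inhibition above the mean over all tested compounds plus 3 SD, cut at about 3.6% in these data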;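 note: 0% = DAX-1 cells with DMSO and 100% = cells lacking DAX-1 with DMSO; higher inhibition means more luminescence from relief of DAX-1 repression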
GC-B act – GC-B (human) receptor activation | AID 1920062 | activation, % at 10 µM | hit rate 0.11% among 370,000 | HEK293-GC-B cells, CNP EC30, cGMP TR-FRET; 0% at EC30 CNP, 100% saturating CNP;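 active = activation at 10 µM reaching about 35% in either raw or pattern-adjusted values, limit read from the data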
KLK7 zymogen act – activators of human kallikrein-7 zymogen; hit rate 0.9% among 370,000; activation, % at 7 µM; P49862; purified proKLK7, EDANS-DABCYL substrate fluorescence; 100% is mature enzyme control, 0% vehicle;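 active = activation above the mean of all tested compounds plus 3 SD, computed per campaign excluding outliers beyond control limits, cut at about 13% in these data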
Target sequence (P49862 whole entry, looked up): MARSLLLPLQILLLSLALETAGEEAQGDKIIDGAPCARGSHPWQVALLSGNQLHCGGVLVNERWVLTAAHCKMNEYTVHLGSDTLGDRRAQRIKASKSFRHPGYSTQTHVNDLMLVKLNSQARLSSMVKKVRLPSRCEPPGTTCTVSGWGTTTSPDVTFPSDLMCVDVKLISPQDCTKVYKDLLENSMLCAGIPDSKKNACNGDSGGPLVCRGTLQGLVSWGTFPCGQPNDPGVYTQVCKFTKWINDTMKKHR
ssDAF-12 act – activates DAF-12 receptor from parasite S. stercoralis. hit rate 1% among 370,000. HEK293 ssDAF-12/GRIP1 lit1-tk-luc reporter, luminescence; % of 3 µM dafachronic acid response. activation, % at 6.8 µM;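 active = activation above the mean over all tested compounds plus 3 SD, cut at about 0.9% in these data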;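 note: 0% = DMSO-only wells and 100% = 3 µM delta7-dafachronic acid wells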
sPLA2-III inh – Inhibits HGIII-sPLA2 liposome hydrolysis, primary screen. Q9NZ20. QFRET BODIPY PC-A2 liposome hydrolysis, fluorescence. inhibition, % at 12.2 µM. hit rate 0.56% among 370,000. AID 743126;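 active = inhibition above mean plus 3 SD of compounds lying within the high and low control bounds, cut at about 19% in these data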;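 note: 0% = median of test compound wells and 100% = no enzyme DMSO wells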
Target sequence (Q9NZ20 whole entry, looked up): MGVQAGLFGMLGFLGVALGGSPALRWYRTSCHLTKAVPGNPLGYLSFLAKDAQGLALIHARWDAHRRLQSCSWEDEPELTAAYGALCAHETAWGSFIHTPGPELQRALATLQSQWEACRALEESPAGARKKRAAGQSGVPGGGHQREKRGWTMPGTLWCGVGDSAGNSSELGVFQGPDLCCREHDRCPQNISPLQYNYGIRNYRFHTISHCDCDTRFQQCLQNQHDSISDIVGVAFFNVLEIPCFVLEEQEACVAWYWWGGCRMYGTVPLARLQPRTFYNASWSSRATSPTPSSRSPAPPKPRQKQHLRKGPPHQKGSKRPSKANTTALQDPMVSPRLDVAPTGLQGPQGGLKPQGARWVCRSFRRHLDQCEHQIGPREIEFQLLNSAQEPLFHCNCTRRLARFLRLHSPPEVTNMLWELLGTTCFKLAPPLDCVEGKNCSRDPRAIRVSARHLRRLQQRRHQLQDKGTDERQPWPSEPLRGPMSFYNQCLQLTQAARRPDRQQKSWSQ
SMARCA2 activ – increases SMARCA2 function in MMTV reporter cells; MG213 cells, MMTV-luciferase reporter, dexamethasone, overnight; activation, % at 9.1 µM; hit rate 1% among 370,000; AID 652017; in the data active = activation above about 7.8%;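 note: 0% = vehicle wells and 100% = reference activator wells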
DAX1 inh-2 – inhibitors of human orphan nuclear receptor DAX1 (NR0B1); HEK293 Gal4-DAX1 luciferase reporter, luminescence; P51843; inhibition, % at 6.75 µM; AID 504766; hit rate 0.99% among 340,000;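 active = inhibition above the mean over all tested compounds plus 3 SD, cut at about 4.2% in these data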;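 note: 0% = DAX1-transfected cells with DMSO and 100% = empty-vector control cells with DMSO; inhibition shows as a rise in luminescence from relieved DAX1 repression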
Target sequence (P51843 207-470 limits assumed): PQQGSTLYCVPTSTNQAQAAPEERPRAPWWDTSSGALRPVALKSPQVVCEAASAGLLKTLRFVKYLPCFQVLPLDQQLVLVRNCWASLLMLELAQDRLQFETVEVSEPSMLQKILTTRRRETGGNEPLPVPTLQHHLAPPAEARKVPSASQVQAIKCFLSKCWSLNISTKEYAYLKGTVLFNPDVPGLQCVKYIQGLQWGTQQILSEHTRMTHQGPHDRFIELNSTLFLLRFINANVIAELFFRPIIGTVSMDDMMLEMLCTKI
hcDAF12 agonist – activates DAF-12 receptor from parasite H. contortus; HEK293 hcDAF-12 lit1-tk-luc reporter, luminescence; 0% DMSO, 100% Δ7-dafachronic acid; activation, % at 6.8 µM; hit rate 1.4% among 370,000; AID 652067;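 active = activation above the mean of all tested compounds plus 3 SD, cut at about 5.5% in these data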;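 note: 100% = response to 3 µM Δ7-dafachronic acid high control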
hgDAF12 agonist – hgDAF-12 agonism, primary luciferase screen; HEK293 GAL4-hgDAF12 UAS-luciferase reporter, agonist luminescence; normalized to butyrate control; activation, % at 6.8 µM; hit rate 1.8% among 370,000;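 active = activation above a cutoff set at the mean of all screened compounds plus 3 SD, cut at about 10% in these data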;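 note: 0% = DMSO wells and 100% = sodium butyrate wells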
GC-A act – GC-A (human) enzyme activation; HEK293 GC-A cells, cGMP TR-FRET, EC30 ANP; 0% at EC30 ANP, 100% saturating ANP; activation, % at 10 µM; hit rate 0.14% among 370,000; in the data active = activation above about 40%
Active calls of the source: *; x = not tested or not shown.

SMILES	GAA850 FXN act	DAX1 inh-1	GC-B act	KLK7 zymogen act	ssDAF-12 act	sPLA2-III inh	SMARCA2 activ	DAX1 inh-2	hcDAF12 agonist	hgDAF12 agonist	GC-A act
Cc1ccc(CNC(=O)C2CCCN(S(=O)(=O)c3cnc[nH]3)C2)cc1 (stereo not given)	-1.9	1.1	-15	-0.3	-1.6	-4	1	0.8	1.6	0.8	1
CSC(=CC(=O)c1ccccc1)SC	2.5	0.3	-2	-0.4	-1.6	0	4	-0.7	-0.5	0.7	-2
c1ccc(SCc2nc(-c3ccccn3)no2)cc1	5.5	1.6	-12	0.3	-0.2	-1	5	1.8	0.4	9.1	5
COc1ccc(C(=O)C(CN2CCOCC2)c2ccccc2)cc1 (stereo not given)	-4.7	-2.8	-11	-0.3	-2.1	1	-7	-3.7	-5.2	-4.7	-20
CN1CCN(c2ccc(Cl)cc2NC(=O)c2ccc(=O)n(C)n2)CC1	2.2	-0.6	4	-0.3	-1.1	0	-1	2.0	1.3	3.5	5
Cc1cc(Sc2nc(N)ncc2[N+](=O)[O-])ncn1	0.1	-0.5	6	0.6	-0.7	5	6	-1.7	0.0	2.4	5
Cc1ccc(-c2sc(C)nc2CC(=O)O)cc1	-2.4	0.5	3	0.1	-1.2	-3	0	-0.7	-0.1	-0.4	1
Cc1ccc(CN2CCC(C(=O)c3ccc(F)cc3)CC2)cc1	1.8	-0.2	7	-0.6	-1.4	6	-3	0.6	-0.1	4.5	0
COc1ccc(CN2CCC(n3nccc3NC(=O)CCCc3ccccc3)CC2)cc1C	-0.2	0.4	-13	0.1	-1.6	-17	-1	-0.9	-3.7	0.4	-8
COc1ccc2oc(C(=O)OCc3c(C)noc3C)c(C)c2c1	3.0	-0.8	-9	-2.0	-2.0	-1	2	1.5	-3.6	-2.4	0
O=C(Nc1ccc(N2CCCCC2)cc1)c1ccc2ccccc2n1	4.6	1.3	1	-0.3	-0.8	8	4	5.5*	4.0	9.0	4
COC(=O)c1ccc(COC(=O)c2c(C)nn(Cc3ccccc3Cl)c2Cl)o1	0.1	2.1	3	0.8	-1.7	-16	-3	0.1	-2.5	-3.1	9
CCCCCCC(=O)Nc1cc2c(C)cc(=O)oc2cc1C	2.2	0.6	5	0.2	-1.2	6	-3	-0.5	-0.7	-0.1	2
COc1ccc(Cn2cc(CN3CC(N4CCN(C)CC4)CS3(=O)=O)nn2)cc1 (stereo not given)	x	-0.3	2	1.0	-0.6	8	-1	x	-2.3	-2.2	2
CCOC(=O)C1=C(C)N(C)C(=S)NC1c1cc(OC)ccc1OC (stereo not given)	0.1	0.1	-5	-0.3	-1.5	16	-1	-0.2	-0.5	-2.4	-9
COC(=O)Cc1ccc(NC(=O)c2cccs2)cc1	1.3	1.2	2	-0.4	0.2	2	3	0.1	0.9	6.2	-1
O=C(O)CC1COc2ccccc2N1S(=O)(=O)c1ccc(Br)cc1 (stereo not given)	0.1	0.8	1	0.2	-1.2	-6	-2	-1.6	-2.2	-1.3	-1
COCCN(C(=S)Nc1ccccc1C)C(C)c1cccnc1 (stereo not given)	0.8	-0.5	5	0.4	-0.1	-1	-3	-0.3	-1.3	-2.6	0
COc1ccc(N2CCN(C(=O)C3(S(=O)(=O)c4ccc(C)cc4)CC3)CC2)cc1	-3.7	-0.6	0	0.1	-0.5	2	-3	1.3	-0.8	1.0	3
CCn1c(=O)n(CC)c2cc(N3CCCC3)c(NC(=O)c3ccc(F)cc3)cc21	0.6	-1.0	-3	1.4	-1.4	2	1	0.3	0.5	0.3	0

Among those listed so far, two have a COOH group:
SMILES	GAA850 FXN act	DAX1 inh-1	GC-B act	KLK7 zymogen act	ssDAF-12 act	sPLA2-III inh	SMARCA2 activ	DAX1 inh-2	hcDAF12 agonist	hgDAF12 agonist	GC-A act
Cc1ccc(-c2sc(C)nc2CC(=O)O)cc1	-2.4	0.5	3	0.1	-1.2	-3	0	-0.7	-0.1	-0.4	1
O=C(O)CC1COc2ccccc2N1S(=O)(=O)c1ccc(Br)cc1 (stereo not given)	0.1	0.8	1	0.2	-1.2	-6	-2	-1.6	-2.2	-1.3	-1

Remaining list, next part
SMILES	GAA850 FXN act	DAX1 inh-1	GC-B act	KLK7 zymogen act	ssDAF-12 act	sPLA2-III inh	SMARCA2 activ	DAX1 inh-2	hcDAF12 agonist	hgDAF12 agonist	GC-A act
CC(C)(C)c1cc(C(=O)N2CCc3ccccc3C2)ccn1	1.8	-0.2	-1	-0.2	-1.3	-3	-2	-0.4	-0.5	2.2	0
Cc1ccc(C(=O)c2c3ccc(C(F)(F)F)cc3[n+]([O-])n2CCC(N)=O)cc1	-1.9	-0.1	-5	0.1	-0.2	12	1	1.0	7.8*	0.9	-4
O=C(CSc1ccc(-c2ccc(Br)cc2)nn1)NCC1CCCO1 (stereo not given)	4.7	0.8	-2	-0.1	-0.7	7	-2	0.2	2.3	1.7	9
CCC(CC)C(=O)c1c[nH]c(C(=O)NCc2ccccc2)c1	1.4	-0.4	-4	0.1	-1.2	-2	0	0.2	-0.5	3.4	-3
CCOC(=O)c1cc(C(C)=O)c(=O)n(C)c1N	1.7	0.4	3	0.5	-1.2	0	0	-1.1	0.6	-1.3	3
CC(=O)Oc1oc(-c2ccccc2)nc1C=Nc1ccc(N(C)C)cc1	0.2	-0.2	-10	-0.2	-0.8	9	-1	-0.2	5.5	0.1	-8
Cc1nn(C)cc1C(=O)Nc1ccccc1Br	2.1	0.1	2	0.5	-0.9	4	-1	-0.6	-1.0	1.7	2
COc1ccc(CC(NC(C)=O)C(=O)NC2CCN(S(=O)(=O)c3cccc4ccccc34)CC2)cc1OC (stereo not given)	2.9	0.1	-2	-1.1	-1.1	-5	-2	-1.1	0.9	1.4	1
COc1ccc(Cl)cc1NC(=O)[C@@]1(CC(=O)O)CC(/C=C/c2ccccc2)=NO1	0.0	0.4	-1	0.1	-0.8	-18	2	1.1	-2.2	0.1	-1
O=C(N/N=C/c1cccnc1)c1ccc(NC(=O)C(c2ccccc2)c2ccccc2)cc1	1.3	-1.8	3	-0.3	-1.4	-17	-4	-2.2	-2.2	-2.3	-9
Cc1cccc(Nc2nc(N)nc(CSc3nccn3C)n2)c1	1.6	1.1	2	0.5	-0.6	7	7	0.6	1.4	6.2	2
CCOC(=O)C1CCN(C(=O)CCc2nc3sc4c(c3c(=O)[nH]2)CCCC4)CC1	-0.6	-0.3	1	0.5	-0.7	-5	0	-0.1	-1.2	1.1	0
COc1ccc([C@H]2CC(=O)C=C(c3ccc4[nH]ccc4c3)C2)cc1OC	4.2	-0.6	8	0.2	-1.6	-32	3	-0.1	-2.9	-2.0	1
Cn1ccc2ccc(C3=CC(=O)C[C@H](c4ccc(F)cc4)C3)cc21	1.4	-0.3	-4	-1.6	-1.5	-17	1	2.5	-2.1	0.3	0
Oc1ccccc1-c1n[nH]c(=S)n1Cc1ccco1	1.1	0.6	-6	-0.1	-1.6	10	1	-0.3	-0.6	0.5	3
Cc1ccc(NC(=O)c2cccc(S(=O)(=O)N3CCc4ccccc4C3)c2)nc1	1.5	-0.4	4	0.2	0.1	0	-1	-0.6	1.4	2.1	-2
COc1ccc2c(c1)C(=O)CC(O)(C(F)F)O2 (stereo not given)	1.3	-0.4	-2	45*	-1.0	10	1	-0.1	-0.5	0.9	4
Cc1nc(C(F)(F)F)ccc1C(=O)N1CCCCC1	0.9	1.2	0	-0.2	-1.6	8	-5	2.6	-1.3	0.2	-4
CCn1c(CSc2ncccn2)nnc1SCC(=O)N1CCCCC1	1.1	0.5	3	0.1	-0.5	8	-5	0.6	1.0	-1.8	2
O=C(O)C1C=Cc2ccccc2N1C(=O)c1ccccc1 (stereo not given) (tested in a mixture with another compound)	0.9	-0.6	-5	-2.3	-0.6	15	-3	-0.7	2.7	-3.3	0
COc1ccc(NC(=O)CCNS(=O)(=O)c2cccc3nonc23)cc1Cl	-0.6	0.5	-9	0.1	-1.2	-6	1	1.3	-1.1	-0.5	-16
O=C(N/N=C/c1ccc(Cl)c(Cl)c1)c1ccc2nc[nH]c2c1	1.4	-1.3	-6	-0.5	-0.9	-7	0	-0.2	-0.5	7.4	-7
COc1ccc(CONc2ncnc3nonc23)cc1[N+](=O)[O-]	-0.2	-0.2	0	-0.3	-1.4	-4	0	0.3	-0.7	2.9	2
c1ccc2c(c1)nc1n2CCN1CCN1CCCC1	1.5	0.7	-4	0.6	0.8	4	2	-1.6	-1.3	-0.7	-2
CC(=O)N(CC(=O)N(CC(=O)O)c1ccc(Cl)cc1)c1ccc(Cl)cc1	-0.4	-1.3	-1	-0.4	-0.2	0	-2	1.4	-0.5	-1.9	-3
Cc1ccc(S(=O)(=O)NCc2cccnc2)c(C)c1	0.5	0.0	1	0.1	-0.3	-3	-1	0.0	-1.1	3.0	-5
Cc1ccc(-c2nc(CN3CCCCC3)cc(CN3CCCCC3)c2O)cc1	7.9*	0.8	4	7.5	-0.9	-1	8.2*	x	0.9	-4.5	1
COC(=O)CCC(=O)OC1(C)C(=O)C2=CN(C3CC3)C(c3ccc(OC)cc3)=CC2=C(Br)C1=O (stereo not given)	0.9	-0.4	0	2.2	-1.3	9	0	1.5	-0.1	2.2	-4
N=c1c(C(=O)NCc2ccc(F)cc2)cc2c(=O)n3ccccc3nc2n1CCCN1CCOCC1	-0.4	-0.2	-3	5.0	-1.4	4	1	0.7	-2.0	-0.9	14
CCCn1c(SCC#N)nc2c(c1=O)C1(CCCC1)Cc1ccccc1-2	2.3	-0.2	-1	0.6	-1.3	-3	4	-1.0	-1.7	-0.4	-12
Cc1ccc(NC(=O)c2ccc3nc[nH]c3c2)nc1	2.0	9.6*	2	-0.3	0.1	5	4	1.2	8.9*	7.3	2
Cc1ccc(C(=O)CCC(=O)Nc2ncccc2O)cc1	0.0	2.2	4	-0.6	-0.4	2	1	0.6	3.6	4.4	1
CC1C(=O)N2CCCc3cc(NC(=O)C(=O)NCCc4ccc(F)cc4)cc1c32 (stereo not given)	0.8	-1.3	-2	-0.2	-1.1	-26	0	1.1	-1.7	-3.0	4
O=C(Nc1nccs1)c1ccc(CSc2nnnn2-c2ccccc2)cc1	0.1	-1.5	-7	-0.5	-1.9	-5	-1	-1.1	-1.2	1.1	-1
CCCNc1ccc(S(=O)(=O)N(C(C)C)C(C)C)cn1	0.2	0.1	0	0.1	-0.8	2	-1	0.1	0.1	0.6	-2
CCCN(CCC)Cc1cc(=O)oc2cc(OC)c(Cl)cc12	x	-0.6	-6	-2.6	-0.9	3	-3	x	-0.7	3.5	-3
COc1ccc(-c2nc3ccc(Br)cn3c2CC(C)(C)C)cc1OC	x	-0.8	0	0.5	-1.5	0	-1	x	4.0	0.7	-3
O=c1oc2ccccc2cc1NCc1ccccc1O	1.7	1.3	-9	-0.2	0.2	-3	1	4.2*	2.1	9.1	-26

Assay outcomes (PubChem)
